Screening data (PubChem)
CHRM1 antagonist: antagonists of human M1 muscarinic receptor | P11229 | CHO-K1 hM1, Fluo-8 calcium fluorescence, ACh EC80 antagonist | inhibition, % at 3 µM | 1.3% of 360,000 active | AID 588852;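 active = percent inhibition above its own plate's cutoff, namely the mean of that plate's compound wells plus 3 SD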;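 also: peak over basal fluorescence ratio during 140 s after agonist addition; 0% = ACh EC80 plus DMSO and 100% = DMSO alone without agonist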
Target sequence (P11229 whole entry, looked up): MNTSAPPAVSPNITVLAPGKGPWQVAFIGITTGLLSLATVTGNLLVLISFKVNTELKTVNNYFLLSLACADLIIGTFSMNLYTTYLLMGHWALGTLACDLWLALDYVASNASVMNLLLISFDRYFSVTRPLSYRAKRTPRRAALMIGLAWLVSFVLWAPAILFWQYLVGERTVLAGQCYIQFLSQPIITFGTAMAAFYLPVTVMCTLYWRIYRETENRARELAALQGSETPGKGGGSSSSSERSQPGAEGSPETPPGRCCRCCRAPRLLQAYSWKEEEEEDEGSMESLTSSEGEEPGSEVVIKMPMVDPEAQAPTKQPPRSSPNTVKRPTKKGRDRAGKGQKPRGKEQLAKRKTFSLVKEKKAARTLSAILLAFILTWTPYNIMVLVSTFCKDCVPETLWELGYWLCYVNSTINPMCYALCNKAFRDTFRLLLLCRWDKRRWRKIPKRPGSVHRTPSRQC
CHRM1 PAM: human CHRM1 positive allosteric modulation | AID 588819 | 0.088% of 360,000 active | activation, % at 3 µM | P11229 | CHO-K1 hM1, Fluo-8 calcium fluorescence, ACh EC20; 0% = ACh EC20, 100% = maximal ACh; in the data active = activation above about 19%, passing the limit was not always enough
CHO parental Ca: signal in parental CHO cells, OX1R antagonist counter-screen | 0.63% of 330,000 active | parental CHO-K1, ATP-induced calcium, Fluo-8 fluorescence | inhibition, % at 5.6 µM;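 active = inhibition above that plate's mean sample inhibition plus 3 SD, cut at about 26% in these data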;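 also: 0% = ATP-challenged DMSO wells and 100% = DMSO wells without ATP; some compounds past the cut are filed as inactive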
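Measured by: calcium-sensitive Fluo-8 fluorescence / Test system: CHO parental line / Controls: ATP-challenged DMSO wells low, unchallenged DMSO wells high / Measure: % inhibition / Compound: single nominal dose of 5.6 µM per compound / Replicates: single well per compound, no replicates / Reagent: ATP as calcium-mobilizing challenge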
M4 antag: antagonists of human muscarinic M4 receptor (CHRM4); P08173; CHO-hM4 cells, ACh EC80, Fluo-8 calcium fluorescence; inhibition, % at 3 µM; 0.73% of 360,000 active;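 active = inhibition above its plate's cutoff, the mean inhibition of sample wells plus 3 SD, cut at about 27% in these data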;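 also: 0% = acetylcholine EC80 with DMSO and 100% = DMSO without agonist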
M1 ag parental: counter-screen for M1 agonists: effect in parental CHO-K1 cells; Fluo-8 calcium fluorescence; scaled to maximal ATP response, vehicle zero; activation, % at 3 µM; 0.48% of 360,000 active; AID 602248; in the data active = activation above about 15%;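 also: untransfected CHO-K1 host cells lacking M1 receptor as counterscreen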
OXTR potentiate: human OXTR potentiation; P30559; CHO-OTR cells, Fluo-8 calcium fluorescence, potentiator mode; 0% = oxytocin EC15, 100% = EC100; activation, % at 3 µM; 0.061% of 320,000 active;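 active = activation above that plate's cutoff, the mean activation of tested compounds plus 3 SD, cut at about 6.6% in these data, passing the limit was not always enough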;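 also: 100% uses oxytocin at 75 nM as the full agonist control; some results filed as inactive read as strong as hits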
Target sequence (P30559 whole entry, looked up): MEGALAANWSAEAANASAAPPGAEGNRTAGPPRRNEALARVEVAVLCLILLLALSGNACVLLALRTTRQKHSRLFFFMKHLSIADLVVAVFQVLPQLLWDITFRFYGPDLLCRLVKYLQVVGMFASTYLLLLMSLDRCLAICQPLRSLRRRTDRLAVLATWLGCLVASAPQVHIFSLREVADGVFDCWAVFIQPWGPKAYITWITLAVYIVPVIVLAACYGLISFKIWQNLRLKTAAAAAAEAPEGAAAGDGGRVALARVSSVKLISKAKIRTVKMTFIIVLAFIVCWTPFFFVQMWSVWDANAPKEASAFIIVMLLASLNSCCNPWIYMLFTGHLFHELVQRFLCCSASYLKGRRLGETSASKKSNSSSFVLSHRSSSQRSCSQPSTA
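Assay system: CHO-OTR cells, human receptor / Also added: oxytocin at about EC15, sub-maximal agonist stimulus / Dosing: single dose, 3.0 µM nominal final compound concentration / Incubation: 6 min pre-incubation, 100 s read / Technique: Fluo-8 calcium dye fluorescence / Read-out: % activation vs EC15 and EC100 oxytocin / Benchmarks: EC15 oxytocin low, 75 nM oxytocin high / Replicates: singlicate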
CHRM1 agonist: human M1 muscarinic receptor agonism; P11229; CHO-K1 hM1, Fluo-8 calcium fluorescence, agonist mode; 0% DMSO, 100% acetylcholine EC100; activation, % at 3 µM; AID 588814; 0.33% of 360,000 active;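 active = activation above the run's mean compound activation plus 3 SD, cut at about 16% in these data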;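 also: peak over basal fluorescence ratio within a 140 s kinetic read after compound addition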
CHO-K1 Ca antag: M1 antagonist counterscreen hit in parental CHO-K1 cells. inhibition, % at 3 µM. ATP-induced calcium, Fluo-8 fluorescence. 0.6% of 360,000 active;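 active = inhibition above a per-plate cutoff, the plate's mean sample inhibition plus 3 SD, cut at about 24% in these data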;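 also: 0% = DMSO plus EC80 ATP and 100% = DMSO alone without ATP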
CHRM4 agonist: agonists of human muscarinic M4 receptor (CHRM4) | 0.14% of 360,000 active | P08173 | AID 624127 | CHO-K1 hM4/Gqi5, Fluo-8 calcium fluorescence; vehicle 0%, full acetylcholine response 100% | activation, % at 3 µM;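 active = activation above the run mean over all test wells plus 3 SD, cut at about 32% in these data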;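 also: peak over basal fluorescence ratio per well then scaled between controls; 0% = DMSO wells and 100% = acetylcholine at EC100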
Numbers without * were called inactive; / = no result given. Compounds were not picked by outcome. Share with any hit: about 2.9%.

SMILES	CHRM1 antagonist	CHRM1 PAM	CHO parental Ca	M4 antag	M1 ag parental	OXTR potentiate	CHRM1 agonist	CHO-K1 Ca antag	CHRM4 agonist
CCN(CC)C(=O)c1cccc(-c2csc(C(C)(O)c3cccc(OC)c3)n2)c1 (stereo unspecified)	27	-20	/	12	15	/	5	2	23
Cc1ccc(S(=O)(=O)N2CCC(=O)N([C@H](CO)Cc3ccccc3)CC2)cc1	/	/	/	2	1.1	/	/	-23	1
O=C(Nc1nc(-c2ccccc2)cs1)C1COc2ccccc2O1 (stereo unspecified)	5	-2	1	-4	0.6	-6	-4	-5	1
c1ccc2c(c1)ncn2CCn1cnc2ccccc21	-19	9	0	4	0.0	-6	-2	-3	0
OC(COCc1ccc2c(c1)OCO2)CN1CCC(Cc2ccccc2)CC1 (stereo unspecified)	20	-16	-8	7	2.9	-21	-8	-10	7
CC(=O)Nc1ccc(-c2nnn(CC(=O)c3ccc(F)cc3)n2)cc1Cl	-13	6	2	-11	1.1	-10	-3	-8	3
COc1cccc(CCNC(=O)CCCC(=O)c2ccccc2)c1	6	-6	-5	4	7.1	-6	-4	-4	20
CCOC(=O)CCNC(C(=O)OCC)c1ccccc1 (stereo unspecified)	-10	5	-10	-8	-0.1	4	-3	-7	-1
Cc1[nH][nH]c(=O)c1C(c1c(C)[nH][nH]c1=O)c1cn(Cc2ccccc2Cl)c2ccccc12	-9	3	/	-1	0.2	/	2	-4	1
COC(=O)c1cc(OC)c(OC)cc1NC(=O)CCNC(=O)c1ccco1	5	0	-11	-2	1.1	-16	-3	-11	1
COc1ccccc1NC(=O)CSc1ncnc2c1oc1ccccc12	-3	11	-24	-1	0.2	-4	-6	-4	0
COc1cccc(CNC(=S)Nc2cccc(Cl)c2C)c1	-5	-4	0	-4	2.0	-3	-3	-4	4
O=C1/C(=C/c2ccccc2[N+](=O)[O-])COc2ccccc21	-3	4	7	-4	-0.1	-6	-7	-7	0
CC(C)COP(=O)(OCC(C)C)C(O)c1ccc(N(C)C)cc1 (stereo unspecified)	-15	3	-15	-1	0.4	-1	-1	-11	1
COc1ccc(CCC(=O)N2CCN(S(=O)(=O)c3ccc(OC)cc3)CC2)cc1	-10	11	-11	0	0.6	-7	-3	2	0
COc1ccc(CN2CCCCC2C)cc1OC (stereo unspecified)	7	-5	-7	2	0.6	-6	-8	-7	0
CCCCOC(=O)c1ccc(NC(=O)C(=O)CC(=O)c2ccc(OC)cc2)cc1	2	-9	-18	-9	0.2	-13	-8	-6	0
CCOC(=O)C(NC(=O)Nc1ccc(F)cc1F)(Oc1ccc(F)cc1)C(F)(F)F (stereo unspecified)	-10	5	-9	0	0.9	-3	-9	-6	0
CCCCC[C@H](O)/C=C/C1=C(CCCCCCC(=O)O)C(=O)CC1	-22	1	-8	-11	0.4	-4	-1	-3	0
CCCCC(O)(CCCC)C(=O)NNc1ccccc1	6	-3	-13	-2	1.0	0	-6	4	1
C=CCN1c2ccccc2[C@]23C[C@@H](C(=O)OC)N(C(=O)c4cccs4)C2=NC(C(=O)OC)=C(C(=O)OC)[C@H]13	-6	5	-32	1	-0.1	-1	-3	-16	3
O=C(Nc1ccc(SC(F)F)cc1)c1ccc(F)cc1	4	-5	2	-3	5.4	-9	-3	-9	7
O=C(NCCc1cscn1)C1CCC(=O)N(Cc2ccc(Cl)cc2)C1 (stereo unspecified)	-2	6	16	-1	12	-5	4	13	1
Cc1ccc(NC(=O)C2(c3ccc([N+](=O)[O-])cc3)CCCC2)cc1	5	-10	-16	9	5.4	-4	-7	-10	11
C/C(=N\NC(=O)c1ccco1)c1cc2ccccc2o1	-4	8	-6	-2	0.3	-10	4	-10	1
O=C(O)/C(=C\c1cccc([N+](=O)[O-])c1)c1ccc(S(=O)(=O)N2CCCCC2)s1	-7	4	-12	-2	0.7	1	-3	-15	1
O=C(c1ccccc1CCc1ccccc1)N1CCCC1	-1	-4	/	11	1.9	/	-5	0	1
COc1ccc2c(c1)c(C(=O)CN1CCOCC1)c(C)n2C	-20	2	2	2	0.7	-7	-1	-8	1
NNC(=O)c1ccc2nc(-c3ccc(Br)cc3)cn2c1	-4	6	-18	-1	9.3	-6	-1	-1	3
CCCc1cc(=O)[nH]c2nnc(SCC(=O)NC3CCCCC3)n12	-11	17	-10	0	-0.1	-6	2	10	1
CCOc1ccc(N2C(=O)CC(SC(=NC)Nc3ccc4c(c3)OCO4)C2=O)cc1 (stereo unspecified)	-5	5	-8	3	0.7	5	-6	-12	0
O=C(Nc1ccc(Cl)cn1)c1cnn2cccnc12	-16	3	13	-3	0.2	-8	-4	1	0
O=C(Nc1nc2ccccc2n1CCN1CCOCC1)c1ccccc1	6	0	-20	7	1.8	-13	-1	7	6
CCn1c(CNC(=O)Cc2ccc(OC)cc2)nnc1SCC(=O)Nc1ccc(C(=O)O)cc1	-6	13	-7	0	1.2	5	-4	-13	1
CC(=O)Cc1nsc(NC(=O)c2ccco2)n1	-16	0	3	2	0.1	6	0	-5	0
CC(=O)N1CC=C2C(C#N)=C(N)C(C#N)(C#N)[C@H](c3ccoc3)[C@H]2C1	-14	10	-2	1	1.3	-3	0	-12	5
COC(=O)[C@@]12CCCCN1[C@H](c1ccc(-c3ccccc3)c(OC)c1)[C@H]1C(=O)N(C)C(=O)[C@H]12	5	2	0	11	0.8	-1	-3	-13	2
Nc1c(C(=O)OCC(=O)NCc2ccccc2)[nH]c(=O)[nH]c1=O	-17	20	-7	0	0.6	1	0	-7	0
COCCN(C(=O)c1cc2c(s1)CCCCC2)c1c(N)n(Cc2ccccc2)c(=O)[nH]c1=O	-14	10	-1	5	0.9	-4	-4	-5	0
CC(NC(=O)c1ccncc1)C(c1cccs1)N1CCOCC1 (stereo unspecified)	-11	10	4	4	1.1	1	5	-18	1
CC(=O)N1N=C(c2ccco2)CC1c1cc2cc(C)ccc2nc1Cl (stereo unspecified)	-18	18	-21	-4	-0.3	-7	-2	7	-1
COc1cccc(CNC(=S)Nc2cc(C)ccc2C)c1	0	4	-16	4	-0.4	-12	-13	1	0
CC(=O)Nc1ccc(-c2csc(Nc3cc(C)ccn3)n2)cc1	-2	6	5	2	6.5	-28	-2	-7	7
Cc1ccc(S(=O)(=O)N(C)CC(=O)N/N=C/c2ccc(C)o2)cc1	2	-3	-13	2	2.5	-3	-1	-13	3
CCCc1cc(=O)[nH]c(SCC)n1	-7	10	-7	-25	0.6	-9	2	-8	1
CCOC(=O)c1sc2nc(CC(=O)OC)nc(NCCN3CCOCC3)c2c1C	-5	4	/	9	0.1	/	-6	0	1
CSC1=NCCN1CCOc1ccccc1	-3	-3	-10	-11	0.1	-13	-13	-11	1
Cn1c(=O)c2c(nc(OC3CCCCCC3)n2C)n(C)c1=O	-9	2	/	-4	0.0	/	2	-9	1
CCCCn1c(N)c(N(CC(C)C)C(=O)c2cccc(OCc3ccccc3)c2)c(=O)[nH]c1=O	-16	15	-8	-12	1.9	-7	-1	-13	0
O=C(CCc1nnc(CCCc2ccccc2)o1)N1CCCCCC1	-2	6	-13	3	0.9	-9	-3	-13	5
CCCC(=O)Nc1ccc(C(=O)NCc2ccccc2Cl)cc1	-11	6	-23	0	0.5	-19	-3	7	1
O=C(NCCc1ccccc1)C1CCC(CNS(=O)(=O)c2cccc3cccnc23)CC1 (stereo unspecified)	2	0	-17	1	1.4	-3	-1	-9	3
COCCNC(=O)CN(C)S(=O)(=O)c1ccc2c(c1)OCCO2	-9	8	-4	-8	0.0	-7	-2	-13	1
O=C(c1ccc(-c2ccccc2)c(F)c1)C1CCCN(C(=O)c2cncs2)C1 (stereo unspecified)	12	-14	-9	7	8.6	-24	0	-8	12
COC(=O)c1cc(Br)c(=O)n(-c2ccc(OC)cc2)c1	-10	9	-11	-3	0.1	0	0	3	1
O=C(NCC1CCCO1)c1ccc(COc2ccc(F)cc2)o1 (stereo unspecified)	6	2	-11	-1	0.7	-5	-5	-21	0
CC(C)C[C@@H]1CN=C(N)N1C[C@@H]1CCCN1C[C@@H](C(C)C)N1C[C@@H](Cc2ccccc2)N(CCc2ccc(Cl)c(Cl)c2)C1=N	-10	-7	-35	-6	-0.2	-6	-10	-10	0
COc1ccccc1C1CC(=O)n2c(nc(-c3ccccc3)c2-c2ccccc2)S1 (stereo unspecified)	-2	9	-18	-3	0.5	-2	0	4	0

Filtered by structure: the entries above containing a Cl atom
SMILES	CHRM1 antagonist	CHRM1 PAM	CHO parental Ca	M4 antag	M1 ag parental	OXTR potentiate	CHRM1 agonist	CHO-K1 Ca antag	CHRM4 agonist
CC(=O)Nc1ccc(-c2nnn(CC(=O)c3ccc(F)cc3)n2)cc1Cl	-13	6	2	-11	1.1	-10	-3	-8	3
Cc1[nH][nH]c(=O)c1C(c1c(C)[nH][nH]c1=O)c1cn(Cc2ccccc2Cl)c2ccccc12	-9	3	/	-1	0.2	/	2	-4	1
COc1cccc(CNC(=S)Nc2cccc(Cl)c2C)c1	-5	-4	0	-4	2.0	-3	-3	-4	4
O=C(NCCc1cscn1)C1CCC(=O)N(Cc2ccc(Cl)cc2)C1 (stereo unspecified)	-2	6	16	-1	12	-5	4	13	1
O=C(Nc1ccc(Cl)cn1)c1cnn2cccnc12	-16	3	13	-3	0.2	-8	-4	1	0
CC(=O)N1N=C(c2ccco2)CC1c1cc2cc(C)ccc2nc1Cl (stereo unspecified)	-18	18	-21	-4	-0.3	-7	-2	7	-1
CCCC(=O)Nc1ccc(C(=O)NCc2ccccc2Cl)cc1	-11	6	-23	0	0.5	-19	-3	7	1
CC(C)C[C@@H]1CN=C(N)N1C[C@@H]1CCCN1C[C@@H](C(C)C)N1C[C@@H](Cc2ccccc2)N(CCc2ccc(Cl)c(Cl)c2)C1=N	-10	-7	-35	-6	-0.2	-6	-10	-10	0
